Compound activity from PubChem BioAssay.
aGal spleen mod: alpha-galactosidase A (human) modulation. human spleen homogenate, 4MU-alpha-Gal fluorescence, 40 min. 240,000 compounds, 0.008% hits. P06280. Potency, µM (series often up to 80 µM), inactives show at the highest dose activity change, negative = inhibition, hits mostly inhibitors;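 note: 0% = enzyme with vehicle and -100% = no enzyme basal signal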
Target sequence (P06280 32-429 limits assumed): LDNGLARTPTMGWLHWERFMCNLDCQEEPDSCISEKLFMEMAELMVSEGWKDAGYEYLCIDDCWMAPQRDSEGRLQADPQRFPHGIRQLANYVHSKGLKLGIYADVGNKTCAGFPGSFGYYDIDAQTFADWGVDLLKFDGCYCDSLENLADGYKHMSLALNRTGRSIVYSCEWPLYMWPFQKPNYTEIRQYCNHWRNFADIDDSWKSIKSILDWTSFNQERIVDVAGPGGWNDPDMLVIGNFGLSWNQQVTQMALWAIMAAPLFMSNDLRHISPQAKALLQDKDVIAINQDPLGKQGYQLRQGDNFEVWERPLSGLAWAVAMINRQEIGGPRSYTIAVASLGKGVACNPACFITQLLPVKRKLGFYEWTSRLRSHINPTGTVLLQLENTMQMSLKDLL
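qHTS titration in buffer at pH 5.0. Alpha-galactosidase activity in spleen homogenate was measured via 4-methylumbelliferone release from 1 mM fluorogenic substrate after 40 min at 37C and a pH 10 stop. AC50 came from Hill fits of control-normalized data.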
NPSR antag: neuropeptide S receptor (human) antagonism, cAMP; CHO-NPSR cells, cAMP TR-FRET, antagonist mode; Potency, µM (titrated, usually from 38.3 µM), for the others: top-dose activity change, negative = inhibition, hits mostly inhibitors; 220,000 compounds, 1% hits; AID 1461; note: % is set by controls: 0 for no effect and ±100 for the full control effect; nearly all actives have a fitted effect of over 50% in size; many of its hits are not listed in these tables
Epigenetic reg: epigenetic control regulation, reporter derepression. murine LDR cells, GFP reporter derepression, 30 h. Potency, µM (titrated, usually from 53.9 µM), inactives show top-dose GFP activation, most hits filed as activators. 280,000 compounds, 0.2% hits; note: % of control where 0% means no effect; nearly all actives have a fitted effect of over 60% in size
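Murine LDR cells bearing a silenced CMV-driven GFP reporter were exposed to compound for 30 h at 37 C. After PBS washes, GFP-positive cells (20-120 um objects) counted by laser-scanning microplate cytometry.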
GAA inh: alpha-glucosidase (human) inhibition; AID 1466; Potency, µM (series often up to 76.9 µM), for the others: at the top dose activity change, negative = inhibition, usual class: inhibitors; P10253; 200,000 compounds, 0.005% hits; purified human GAA, 4-MU-alpha-glucoside fluorescence;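 note: plate controls were uninhibited enzyme wells for no effect and no-enzyme background for full effect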
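Compounds are titrated up to 77 uM against 4 nM human enzyme. Substrate 4-methylumbelliferyl-alpha-D-pyranoside (400 uM) reacts 20 min at room temperature in pH 5.0 buffer; liberated 4-methylumbelliferone is read at 440 nm.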
ALDH1A1 inh: blocks purified human ALDH1A1 activity; Purified ALDH1A1, NADH fluorescence, propionaldehyde substrate; Potency, µM (top dose mostly 75.3 µM), for inactives: top-dose activity, negative = inhibition, usual class: inhibitors; AID 1030; 220,000 compounds, 7.3% hits; active = well fitted inhibition curve with a large enough effect, not every such curve was filed as active; inconclusive = small, poorly fitted or top-dose-only effect, or another doubt; inactive = no such curve, though single readings can be large or run the other way;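 note: plate controls were no enzyme wells and a reference inhibitor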
Target sequence (P00352 whole entry, looked up): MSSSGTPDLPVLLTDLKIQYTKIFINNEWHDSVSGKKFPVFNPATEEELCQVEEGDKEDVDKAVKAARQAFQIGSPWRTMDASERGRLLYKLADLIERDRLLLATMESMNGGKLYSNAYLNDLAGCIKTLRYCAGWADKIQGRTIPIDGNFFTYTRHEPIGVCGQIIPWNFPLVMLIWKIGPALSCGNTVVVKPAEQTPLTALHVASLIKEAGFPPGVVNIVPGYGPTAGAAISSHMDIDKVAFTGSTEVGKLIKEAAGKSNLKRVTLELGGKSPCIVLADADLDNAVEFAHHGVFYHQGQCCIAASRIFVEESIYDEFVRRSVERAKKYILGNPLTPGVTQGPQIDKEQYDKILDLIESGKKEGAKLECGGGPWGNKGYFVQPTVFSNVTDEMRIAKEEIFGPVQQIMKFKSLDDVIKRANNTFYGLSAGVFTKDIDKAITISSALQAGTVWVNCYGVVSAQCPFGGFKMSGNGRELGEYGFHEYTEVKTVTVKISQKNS
Tau fluor counter: counter-screen for tau fibril formation inhibitors; tau K18 P301L Alexa594 fluorescence, heparin fibrillization; Potency, µM (doses to about 57.7 µM), without a hit: at the highest dose activity change, negative = decrease; 280,000 compounds, 0.93% hits; note: % is set by controls: 0 for no effect and ±100 for the full control effect; nearly all actives have a fitted effect of over 55% in size
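Human tau K18 P301L (15 uM unlabeled, 0.24 uM Alexa 594-labeled) in 100 mM sodium acetate pH 7 with 20 uM heparin, 6 hr at 37 C. ThT 30 uM added, 1 hr ambient; Alexa 594 FP and total fluorescence read at 555/632 nm.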
GAA spleen mod: lysosomal alpha-glucosidase (human) modulation. P10253. AID 2112. Potency, µM (titrated, usually from 79.9 µM), without a hit: top-dose activity change, negative = inhibition, most hits filed as inhibitors. human spleen homogenate, 4-MU-alpha-glucoside fluorescence. 240,000 compounds, 0.006% hits;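 note: 0% = enzyme with vehicle and -100% = no enzyme basal signal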
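AC50 values come from Hill-equation fits of concentration-response data, normalized to no-enzyme and full-activity controls. Enzyme source: 1 ug human spleen homogenate; 1 mM fluorogenic 4-MU glucoside, pH 5.0 citrate buffer, 37 C, 40 min.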
GAA glycogen: inhibitors or activators of human alpha-glucosidase glycogen cleavage; AID 2100; P10253; 300,000 compounds, 0.38% hits; Potency, µM (doses to about 76.4 µM), inactives show top-dose activity change, negative = inhibition, most hits filed as inhibitors; recombinant GAA, glycogen substrate, Amplex Red glucose oxidase fluorescence;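 note: 0% = full enzyme reaction and -100% = no-enzyme basal signal; the screen sought inhibitors and activators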
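Recombinant human alpha-glucosidase (4 nM final) hydrolysed bovine liver glycogen (30 ug) for 40 min at 37 C in pH 5.0 citrate/phosphate with 0.01% Tween-20. Released glucose detected by glucose oxidase/Amplex Red, Ex 573/Em 610 nm. Compounds up to 77 uM; AC50 from Hill fits.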
The depositor's hits bear a star; ? = inconclusive; · = no result given; & = joins results of further samples; [ ] = another dose, or the depositor's remark. Unless noted, calls come from the whole dose curve; as a rule, active = well fitted curve in the direction sought with a large enough effect; inconclusive = small, poorly fitted or top-dose-only effect, or another doubt; inactive = no such curve, though single readings can be large; an effect the other way counts as inactive or inconclusive. Potency is the fitted concentration of half-maximal effect. The list is partial; count on the stated rates, not on these rows.

SMILES	aGal spleen mod	NPSR antag	Epigenetic reg	GAA inh	ALDH1A1 inh	Tau fluor counter	GAA spleen mod	GAA glycogen
O=C(COc1ccc(NS(=O)(=O)c2ccc(F)cc2)cc1)N1CCOCC1	-1%	12%	-2.9%	-2%	1%	-7%	-8%	5%
Cc1nc2nc(C)n(-c3ccccc3)c2s1	7%	-2%[46.1 µM]	4.0%	0%	8%	-7%	-1%	6%
CC(=O)N1CCC2(CC1)C(C#N)=C(N)Oc1n[nH]c(C)c12	-1%	-2%[46.1 µM]	0.0%	0%	5%	8%	-7%	-15%
CC/C(=C(/CC)c1ccc(O)cc1)c1ccc(O)cc1	9%&10%&-1%	?	7.5%&-1.6%	-1%	2%&-2%	?	3%&6%&-5%	-5%
Cc1ccc(-c2nc3ncccc3o2)cc1NC(=S)NC(=O)c1ccco1	-2%	2%	1.9%	-3%	?	-8%	-5%	7%
O=C(COC(=O)c1cc(Cl)ccc1Cl)NCCN1C(=O)CSC1=O	-2%	3%	-0.9%	5%	-13%	5%	2%	-9%
CC(=O)N(c1ccccc1)C1SC(=O)N(c2ccccc2)C1=O (stereo unspecified)	3%	-19%[46.1 µM]	-1.4%	-13%	0.63µM*	-5%	-5%	-1%
O=C1CCCN1C(=O)CCC(=O)N1CCCC1=O	4%	-12%[46.1 µM]	9.6%	-12%	2%	8%	-9%	0%
Cc1cc([N+](=O)[O-])nn1CCCC(=O)NCc1ccccc1	-20%	21%	4.4%	0%	4%	-2%	-4%	13%
C/C(=N/O)c1ccc2c(c1)OCCOCCOc1cc(/C(C)=N/O)ccc1OCCOCCO2	-19%	10%	0.0%	-8%	9%	-7%	-1%	9%
COc1ccc(CN2C(=O)CCC2(C)C(=O)NC2CCCCCC2)cc1 (stereo unspecified)	-5%	-26%[46.1 µM]	0.0%	0%	-11%	-5%	-8%	8%
NNC(=O)C(=O)Nc1ccc(Cl)c(Cl)c1	12%	9%	-1.0%	·	·	6%	7%	?
O=[N+]([O-])c1cc(/C=N/N2CCN(Cc3ccccc3)CC2)ccc1Cl	7%	-11%	-1.9%	-6%	-3%	-29%	2%	-14%
CCC1CSC(Nc2ccc(C(=O)/C=C/c3ccc(Br)cc3)cc2)=N1 (stereo unspecified)	10%	-59%	2.2%	9%	2%	4%	-1%	-5%
CCSc1nnc(NC(=O)c2ccc3ccccc3n2)s1	-2%	7.9µM*	?	-22%	?	-26%	-4%	7%
COc1ccc(OC)c(NC(=O)CNC(=O)c2cccs2)c1	-16%	-10%[46.1 µM]	-5.9%	1%	7%	-12%	-12%	-1%
O=C(CCC1N=C2c3ccccc3N=C(SCc3ccc(Cl)cc3)N2C1=O)NCc1ccco1 (stereo unspecified)	6%	?	-0.8%	-9%	-82%	-7%	6%	-7%
CO[C@]12C[C@@H](COC(=O)c3cncc(Br)c3)CN(C)[C@@H]1Cc1cn(C)c3cccc2c13	3%&13%	·	5.3%&1.1%	·	7%&-12%	-9%&-8%	-2%&0%	·
O=C(CC(c1ccccc1)c1ccccc1O)N1CCCC1 (stereo unspecified)	-24%	-21%[46.1 µM]	-1.9%	-2%	-1%	-3%	-7%	-1%
CCOc1ccc(S(=O)(=O)NCCC(=O)OC(C)C(=O)N2CCc3ccccc32)cc1 (stereo unspecified)	-12%	-18%[46.1 µM]	2.9%	-7%	?	-11%	-15%	-1%
Cc1cccc2nc(-c3ccccc3)nc(N3CCC(O)(c4ccc(Cl)cc4)CC3)c12	4%	-35%	-3.0%	-11%	?	-12%	-5%	-4%
COc1cc(CC(=O)NCCc2ccc(OCc3ccccc3)cc2)c([N+](=O)[O-])cc1OC	0%	-5%[46.1 µM]	5.2%	4%	-1%	-9%	-11%	6%
O=C1c2cccc(OCC(=O)N3CCCc4ccccc43)c2CCN1Cc1ccc(Br)cc1	0%	-51%	0.0%	-5%	7.9µM*	-10%	3%	-10%
CCn1c(CNC(=O)c2cccs2)nnc1SCC(=O)Nc1cc(Cl)ccc1C	-2%	-9%[46.1 µM]	1.0%	-12%	1%	-4%	-5%	6%
CCOCCCNC(=O)c1cc(Sc2nnc(C)s2)nc2ccccc12	-4%	10%	0.1%	·	·	0%	0%	3%
CCN(CC)c1ncnc2scc(C3COc4ccccc4O3)c12 (stereo unspecified)	-4%	0%[46.1 µM]	-0.8%	-3%	3%	-9%	-7%	-6%
O=C(Nc1ccc(Cc2ccncc2)cc1)C1CCC(N2C(=O)C3C4C=CC(C4)C3C2=O)CC1 (stereo unspecified)	2%	-10%[46.1 µM]	0.0%	2%	?	-8%	0%	-8%
O=C(c1ccccc1Oc1ccccc1)N1CCN(c2ccccc2)CC1	9%	-19%[46.1 µM]	2.4%	-1%	22µM*	-15%	-17%	1%
COc1ccc(Cl)cc1NC(=O)Cc1c(F)cccc1Cl	-2%	-10%	2.8%	-2%	2%	7%	-1%	-4%
CCCn1nnc(NC(=O)/C=C/c2ccccc2)n1	2%	6%	-1.6%	4%	-6%	1%	6%	-11%
CC1(c2ccc(OCC#N)cc2)C=C(c2ccc(OCC#N)cc2)n2nc(C(F)(F)F)nc2N1 (stereo unspecified)	2%	-49%	0.0%	-4%	?	-28%	-2%	-15%
CCN1CCCC(NC(=O)c2scc3c2CCCC3)C1 (stereo unspecified)	5%	0%[46.1 µM]	-0.2%	-5%	9%	-11%	5%	?
CC1CN(c2nnc(NC(=O)c3ccccc3)s2)CC(C)O1 (stereo unspecified)	6%	-7%	-1.5%	-5%	?	2%	7%	3%
Cc1csc(-c2coc3cc(O)cc(C)c3c2=O)n1	10%	?	-5.8%	-4%[15.4 µM]	?	-20%	3%	-6%
CC1CC[C@@]2(C(=O)O)CCC3(C)C(=CCC4[C@]5(C)CC(O)C(O)[C@](C)(CO)C5C(O)C[C@@]43C)C2C1C (stereo partly specified)	-25%	·	-0.5%	·	0%	-7%	-6%	·
Cc1cc(C)c(C)c(S(=O)(=O)NCCCN2CCOCC2)c1C	-1%	-14%	0.9%	?	-1%	-6%	9%	-10%
Cc1nn(-c2ccccc2)c(Cl)c1C(=O)Nc1nnc(C2CCCCC2)s1	-2%	-17%[46.1 µM]	-1.1%	7%	4µM*	-2%	-4%	4%
Cc1noc(C)c1COc1ccc(C(=O)OCC(=O)NC23CC4CC(CC(C4)C2)C3)cc1	-3%	?	4.2%	-16%	?	-21%	-2%	-6%
COc1cc(NC(=O)C2CCCN(S(=O)(=O)c3ccc4c(c3)oc(=O)n4C)C2)cc(OC)c1 (stereo unspecified)	-1%	-13%[46.1 µM]	0.1%	?	-9%	-13%	-1%	4%
COc1cccc(C(=O)N2CCN(C3CCN(Cc4ccccc4)CC3)CC2)c1OC	-7%	14%	0.0%	·	·	1%	-8%	5%
O=c1c([N+](=O)[O-])c(N2CCCCCC2)c2ccccc2n1-c1ccccc1	-3%	-8%[46.1 µM]	0.0%	4%	2%	-4%	-3%	6%
Cc1cc(C)c(C(=O)CN2C(=O)NC3(CCCCC3)C2=O)cc1C	-17%	-6%	1.3%	0%	0%	-2%	1%	4%
Cc1nc2ccccc2n1CCCOc1ccccc1	2%	0%[46.1 µM]	0.0%	5%	-7%	-6%	8%	4%
CCOC(=O)c1nsnc1NCCSC(=N)N	2%	10%	-0.7%	5%	?	6%	8%	3%
N#Cc1ccsc1NC(=O)COC(=O)c1cc2ccccc2cc1O	4%	-13%	0.0%	2%	10%	-27%	-1%	-7%
O=C1CC(C(F)(F)C(F)(F)C(F)(F)C(F)(F)F)=Nc2ccccc2N1	4%	16%[46.1 µM]	-1.2%	-7%	0%	4%	-2%	-7%
Cc1cccc(Oc2cnn(C(C)(C)C)c(=O)c2Cl)c1	-2%	-2%[46.1 µM]	0.1%	2%	-2%	-7%	-3%	7%
CC12CC(NC(=O)N1CCc1ccccc1)c1cc(Cl)ccc1O2 (stereo unspecified)	2%	2%[46.1 µM]	1.2%	-5%	1%	0%	5%	6%
Cc1nn(Cc2ccc(Cl)c(Cl)c2)c(C)c1NC(=O)c1sc2ccccc2c1Cl	10%	?	-1.1%	?	2%	-9%	8%	28%
CC/C(=N/N=C(\CC)c1ccccc1)c1ccccc1	-1%	-16%	-1.3%	4%	10%	6%	7%	-4%

Following part:
SMILES	aGal spleen mod	NPSR antag	Epigenetic reg	GAA inh	ALDH1A1 inh	Tau fluor counter	GAA spleen mod	GAA glycogen
CN(N)C(=S)Nc1ccc(Cl)cc1	-6%	-21%	-1.8%	5%	-8%	1%	2%	-18%
Cn1c2ccccc2c(=O)c2c(O)cccc21	9%	10%	2.5%	0%	-9%	0%	-17%	0%
CCCCNS(=O)(=O)c1ccc2nc(-c3cccnc3)cc(C(=O)NC(C)C)c2c1	7%	-4%	1.1%&0.6%	5%	0%	-2%&-10%	-1%	-9%
COc1ccc2c(c1)c1ncn(CCN3CCCC3)c(=O)c1n2C	22%	-2%[46.1 µM]	-5.2%	?	?	1%	4%	-1%
CC(C)Sc1nnc(NC(=O)C2CC2)s1	-6%	12%[46.1 µM]	0.0%	1%	0.05µM*	9%	3%	5%
O=C(CC1S/C(=N/N=C/c2c[nH]c3ccccc23)NC1=O)Nc1ccccc1 (stereo unspecified)	1%	2%	0.0%	4%	-11%	?	2%	0%
CSc1ncccc1C(=O)Nc1nc2ccc(S(C)(=O)=O)cc2s1	13%	-21%	-2.6%	-2%	5%	-14%	-6%	1%
O=C(NCCN1CCOCC1)Nc1ccc(Cl)cc1Cl	8%	5%[46.1 µM]	0.0%	-1%	13%	4%	6%	4%
CCC(C)C(=O)OC1CC(C)C=C2C=CC(C)C(CCC3CC(O)CC(=O)O3)C21 (stereo unspecified)	-26%	·	-3.4%	·	-10%	3%	-14%	·
CCCC1(CCC)C(=O)NC(=NCCc2ccc(OC)c(OC)c2)NC1=O	6%	6%	-1.6%	3%	5%	-2%	-7%	2%
